ALOX12 inhib: inhibitors of human 12-lipoxygenase (ALOX12); P18054; 150,000 tested, 0.12% active; purified 12-hLO, xylenol orange hydroperoxide absorbance; Potency, µM (highest dose often 57.1 µM), for inactives: top-dose activity change, negative = inhibition, actives largely listed as inhibitors; also: potency is read from the fitted curve at half-maximal effect; nearly all actives have a fitted effect of over 55% in size; many of its hits are not listed in these tables
Target sequence (P18054 whole entry, looked up): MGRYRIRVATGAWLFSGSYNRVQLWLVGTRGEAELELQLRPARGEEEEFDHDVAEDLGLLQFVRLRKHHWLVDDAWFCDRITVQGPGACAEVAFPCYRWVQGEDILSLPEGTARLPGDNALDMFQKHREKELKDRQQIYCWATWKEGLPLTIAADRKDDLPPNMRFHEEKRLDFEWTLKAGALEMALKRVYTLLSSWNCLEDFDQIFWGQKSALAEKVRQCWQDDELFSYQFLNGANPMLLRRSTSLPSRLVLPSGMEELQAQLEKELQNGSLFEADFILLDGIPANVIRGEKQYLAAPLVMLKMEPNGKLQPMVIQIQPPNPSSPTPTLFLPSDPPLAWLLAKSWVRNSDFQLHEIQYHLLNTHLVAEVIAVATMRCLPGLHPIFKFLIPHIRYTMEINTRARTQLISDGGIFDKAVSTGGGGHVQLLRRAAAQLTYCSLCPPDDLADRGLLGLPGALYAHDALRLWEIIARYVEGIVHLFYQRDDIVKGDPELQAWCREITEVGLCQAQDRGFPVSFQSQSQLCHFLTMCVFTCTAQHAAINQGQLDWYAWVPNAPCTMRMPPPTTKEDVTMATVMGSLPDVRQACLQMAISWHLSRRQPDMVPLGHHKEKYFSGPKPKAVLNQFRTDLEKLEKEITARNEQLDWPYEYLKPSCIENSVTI
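Xylenol orange chromogenic assay: hydroperoxide from 12hLO oxidises Fe(II), giving red-shifted Fe(III)-XO absorbance. Conditions: 150 nM enzyme, 40 uM arachidonic acid, 25 mM Hepes pH 7.0, 0.01% Triton X-100, 30 min, room temperature.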
PNC inhibitor: perinucleolar compartment assembly inhibition; PC3M PTB-GFP, PNC prevalence imaging, 16 h; stronger effect = lower value; activity change (PNC), negative = inhibition, % at 10 µM; 140,000 tested, 3.1% active; AID 2417;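 active = readout at or below -70, meaning at least 70% loss of cells showing the perinucleolar compartment, a nuclear body marking cancer cells; inconclusive = readout between -30 and a set limit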;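 also: plate controls were DMSO wells for no effect and camptothecin positive control wells for full effect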
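PC3M cells stably expressing PTB-GFP, 750–1000 cells/well, treated 16 h at 37 °C with compound (23 nl of library stock), in duplicate. After paraformaldehyde fixation and Hoechst stain, imaged at 20x; PNC prevalence scored by image analysis.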
15-hLO-2 inh: blocks human 15-lipoxygenase 2 activity | O15296 | purified 15hLO-2, xylenol orange hydroperoxide absorbance | Potency, µM (titrated, usually from 57.1 µM), without a hit: top-dose activity change, negative = inhibition, most hits filed as inhibitors | 110,000 tested, 0.56% active; also: potency is read from the fitted curve at half-maximal effect; nearly all actives have a fitted effect of over 60% in size; many of its hits are not listed in these tables
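Purified human 15hLO-2 (50 nM final) preincubated with compounds 15 min at room temperature in 25 mM Hepes pH 7.5, 0.01% Triton X-100, then 45 uM arachidonic acid added for 90 min; hydroperoxide detected via ferrous/xylenol orange, 573/405 nm absorbance ratio.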
IMPase inh: IMPase inhibition in cells; CHO-M1 cells, IP1 accumulation, HTRF TR-FRET ratio; P97697; inhibition (IP1 accumulation), % at 46.1 µM; 120,000 tested, under 10 active; active = well fitted curve in the direction sought with a large enough effect in the signal ratio, not every such curve was filed as active; inconclusive = small, poorly fitted or top-dose-only effect, or a change in a side signal; inactive = no such curve, though single readings can be large or run the other way; the % refers to the signal ratio;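 also: cells stimulated with carbachol in lithium chloride buffer; plate controls were DMSO basal wells for no effect and reference inhibitor wells for full effect; higher means more IMPase inhibition seen as more IP1 and lower FRET ratio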
Target sequence (P97697 whole entry, looked up): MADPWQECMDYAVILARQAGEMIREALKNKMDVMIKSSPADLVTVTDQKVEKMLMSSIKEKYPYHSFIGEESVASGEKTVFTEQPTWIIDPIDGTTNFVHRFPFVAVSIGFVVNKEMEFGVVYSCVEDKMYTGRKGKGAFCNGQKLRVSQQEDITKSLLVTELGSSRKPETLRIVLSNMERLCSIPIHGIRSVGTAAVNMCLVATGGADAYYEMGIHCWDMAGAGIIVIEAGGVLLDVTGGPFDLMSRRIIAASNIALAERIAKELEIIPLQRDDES
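The IP-One HTRF competitive assay in carbachol-stimulated CHO-M1 cells quantifies cellular IP1. Compounds spanned up to 46 uM final, and activity is expressed as AC50 from concentration-response fits of the ratio and donor data.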
* = called active by the depositor; ? = inconclusive; · = no result given; & = joins results of further samples; [ ] = dose if it differs, or a comment. Unless noted, calls follow the shape of the dose curve; as a rule, active = well fitted curve in the direction sought with a large enough effect; inconclusive = small, poorly fitted or top-dose-only effect, or another doubt; inactive = no such curve, though single readings can be large; an effect the other way counts as inactive or inconclusive. Unless noted, % is scaled to controls: 0 for no effect and ±100 for the full control effect. A portion of the library. The share of hits here may be higher or lower than overall.

SMILES	ALOX12 inhib	PNC inhibitor	15-hLO-2 inh	IMPase inh
CC(C)CC(NC(=O)C1CCCN1C(=O)OC(C)(C)C)C(=O)NCC(N)=O (stereo not drawn)	5%	?	-4%	2
O=C(NCc1cccs1)c1noc2c1CCCCC2	2%	-8	-1%	16
COc1cccc(C2Nc3ccccc3C(=O)N2O)c1O (stereo not drawn)	-21%	66	·	10
CCOC(=O)Cc1csc(NC(=O)CN(C)S(=O)(=O)c2cccc3cccnc23)n1	-8%	41	5%	5
CSc1nc2ccc3nc(NC(=O)C4COc5ccccc5O4)sc3c2s1 (stereo not drawn)	-10%	-29	-30%	2
Cc1ccc(-c2cc(N)on2)cc1	-1%	3	·	-3
O=C(CN1CCOCC1)Nc1ccc(Br)cn1	5%	-22	-12%	4
OC(COCc1ccco1)CN1CCN(C(c2ccccc2)c2ccccc2)CC1 (stereo not drawn)	-8%	12	29%	19
CCOC(=O)N1CCN(c2c(NCc3ccccn3)c(=O)c2=O)CC1	-1%	?	3%	10
Cn1c(=O)c2c(ncn2CC(=O)N2CCCc3ccccc32)n(C)c1=O	2%	?	5%	-9
CCOC(=O)c1ccc(NC(=O)CCNc2c(N3CCCC3)c(=O)c2=O)cc1	1%	43	-1%	8
c1ccc(-n2nnnc2SCc2cn3cccnc3n2)cc1	2%	-4	1%	2
COc1ccccc1C1N(c2cc(Cl)ccc2OC)C(=O)C2CCCN21 (stereo not drawn)	0%	-106*	7%	2
c1ccc2c(Cc3c[nH]c4ccccc34)c[nH]c2c1	-2%&-2%	·	0%	·
COC(=O)N1CCC2(CCCN(c3ccncc3)C2)CC1	6%	·	5%	·
COc1ccc(C2CC(=O)N3CN(Cc4ccco4)CSC3=C2C#N)cc1 (stereo not drawn)	-16%	13	-29%	-7
Cc1cccc(CSc2ncccc2C(=O)O)c1	-1%	-17	·	·
CCSc1nc(-c2ccccc2)c(C#N)c(=O)[nH]1	0%	29	3%[11.4 µM]	?
COc1ccc(S(=O)(=O)NCC(=O)O)cc1C(=O)NC1CCCCC1	3%	?	·	·
C=CCSc1nc2c(c(=O)[nH]c(=O)n2C)n1C(C)C	-5%	-8	3%	4
Cc1nc2cc(NS(=O)(=O)c3c(C)c(C)cc(C)c3C)ccc2s1	-10%	22	·	-2
O=C(C[n+]1ccc(-c2nnc3n2CCC3)cc1)c1ccc(Cl)cc1	1%	?	·	4
CCN1C(=O)/C(=C/N(C)c2ccccc2)OC1=S	-2%	-2	-3%	-8
CCOC(=O)N/C(N)=N/c1nc2ccccc2s1	1%	19	23%	-5
CC(NC(=O)Nc1ccc(Cl)c(Cl)c1)C(c1ccccc1)N1CCOCC1 (stereo not drawn)	-5%	4	·	1
Cn1cnnc1SCCNS(=O)(=O)c1ccccc1	-5%	-3	-4%	6
Cc1ccc(C(=O)N/C(=C/C=C/c2ccccc2)C(=O)NCc2ccco2)cc1	-9%	38	-21%	0
Cc1cc(C)c2cc(CN(Cc3nnnn3C3CCCCC3)CC3CCCO3)c(=O)[nH]c2c1 (stereo not drawn)	?	36	6%	10
COc1ccc(S(=O)(=O)Nc2ccccc2)cc1OC	-5%	47	4%	37[activator]
Cc1cc(C(=O)NCc2ccccc2)no1	2%	88	-7%	0

PNC inhibitor: what is marked active above
SMILES	ALOX12 inhib	PNC inhibitor	15-hLO-2 inh	IMPase inh
COc1ccccc1C1N(c2cc(Cl)ccc2OC)C(=O)C2CCCN21 (stereo not drawn)	0%	-106*	7%	2

Next section.
SMILES	ALOX12 inhib	PNC inhibitor	15-hLO-2 inh	IMPase inh
COc1cc(OC)cc(-c2nc(-c3ccccc3OC)no2)c1	2%	11	·	-8
COc1ccc(-n2ccnc2SCC(=O)NCc2ccc3c(c2)OCO3)cc1	-8%	32	2%	5
Cc1nc2scc(-c3cccs3)c2c(=O)[nH]1	4%	?	-19%	-3
O=C(Nc1ccccc1C(=O)N1CCCCC1)c1cccc(S(=O)(=O)N2CCOCC2)c1	8%	3	4%	2
COn1c(=S)[nH]c2ccccc2c1=O	-2%	?	6%	6
CCOC(=O)/C(=N\Nc1ccccc1)c1csc(Nc2ccc(C)cc2)n1	-13%	-28	-16%	1
CCOC(=O)N1CCN(C(=O)CSc2ncccn2)CC1	3%	96	·	?
Cc1ccc(C(=O)NCCNC(=O)CN2CCCC2)cc1	-4%	?	-5%	3
Cc1cccc(NS(=O)(=O)c2ccc(NC(=O)CN(c3cc([N+](=O)[O-])ccc3C)S(C)(=O)=O)cc2)c1	-8%	-113*	·	·
O=C(c1ccc2c(=O)n(C3CCCC3)c(=S)[nH]c2c1)N1CCc2ccccc21	-8%	-16	?	2
CC(C)c1[nH]nc2c1C(c1ccc(OC(=O)c3ccco3)cc1)C(C#N)=C(N)O2 (stereo not drawn)	1%	13	-4%	-7
CC(=O)c1cnn(-c2cc(Oc3cccc(C)c3)ncn2)c1C	-10%	?	-1%	14
Cc1ccccc1OCc1nc2ccccc2c(=O)n1/N=C/c1cn[nH]c1-c1ccccc1	4%	11	·	·
O=C(Nc1ccc2c(c1)oc1ccccc12)c1cccnc1	0%	6	6%	5
COc1cccc2c(=S)c(CCC(C)=O)c(C)[nH]c12	-1%	12	·	-20
COC(=O)c1ccccc1S(=O)(=O)N(CCCN1CCOCC1)Cc1cccs1	3%	19	·	-3
Cc1cc(C)cc(OCCCC(=O)O)c1	-4%	-2	2%	0
CSc1ccc(/C=N/NC(=O)CNc2cccc3ccccc23)cc1	-4%	20	·	5
CC(C)SC1=NC(C)(C)C=C(/C=C/c2c(Cl)cccc2Cl)N1	-4%	?	6%	14
CCn1cc(Br)c(C(=O)Nc2ccc(F)c(Cl)c2)n1	-7%	?	-5%	14
COc1ccc2nc(SCC(N)=O)[nH]c2c1	0%	-19	-2%	1
CC(C)(C)c1ccc(S(=O)(=O)NC(Cc2ccccc2)C(=O)O)cc1 (stereo not drawn)	-5%	6	-7%	8
COC(=O)c1cc(Cl)c(NC(=O)/C=C/c2ccc(OC)c(OC)c2)cc1OC	1%	-3	-2%	-8
O=C1S/C(=C\c2ccccn2)C(=O)N1Cc1ccccc1F	4%	-23	·	·
COc1ccc(-c2nc(O)c3cnccn23)cc1	-6%	3	·	·
CC(C)C[C@@H](N)c1nnc(SCC(=O)c2ccc(Cl)cc2)o1	-11%	-19	22%	-11
COc1ccc(N2C(=O)C(Cl)=C(Nc3ccccc3OC)C2=O)cc1	-2%	?	·	·
O=C(Nc1ccc(Cl)cc1)N(C1=NCCC1)c1ccc(OC(F)F)cc1	-29%	-17	15%	10
C/C(=N\Nc1nc2ccccc2[nH]1)c1cc2ccccc2o1	-10%	-20	·	6
Cn1c(CN2CCOCC2)nnc1SCC(=O)NC1CCCCC1	6%	23	·	5
CC(c1ccccn1)N(CCN(C)C)C(=S)Nc1ccccc1F (stereo not drawn)	-4%	-111*	6%	0
O=C(Nc1ccc2c(c1)OCO2)Nc1ccc(Br)cn1	-9%	?	-6%	12
CC(C)(C)c1ccc(OCCNC(=O)c2ncn[nH]2)cc1	4%	-5	39%[activator]	-12
O=c1c2nnn(Cc3ccccc3)c2ncn1C/C=C/c1ccccc1	-6%	36	-10%	1
COc1ccc(S(=O)(=O)N2CCN(C(=O)c3cccs3)CC2)cc1OC	-6%	-15	0%	-1
CC(NC(=O)c1cccs1)c1nnc(SCc2ccc(Cl)cc2Cl)n1C (stereo not drawn)	-2%	-20	·	·
CCOc1ccccc1NC(=O)Nc1cccc(C(C)=O)c1	-4%	29	1%	9
COCCNC(=S)N/N=C(\C)c1ccccc1OC	1%	-25	·	·
c1nnnn1C12CC3CC(CC(C3)C1)C2	-3%	-9	2%	2
Cn1c(=O)[nH]c(=O)c2c1nc(N1CCOCC1)n2CC(O)COc1ccc2ccccc2c1 (stereo not drawn)	-2%	5	1%	0
CN(C)c1ccc(C(=S)N2CCOCC2)cc1Br	-5%	23	-5%	-3
NC(=O)c1cccc(N)c1	-3%[0.00818 µM]	·	-1%[0.0915 µM]	4
Cc1cc(C)cc(NS(=O)(=O)c2ccc(NC(=O)C3CCCCC3C(=O)O)cc2)c1 (stereo not drawn)	-2%	42	·	·
Cc1ccc(S(=O)(=O)c2nc(C)c3c(n2)CCC3)cc1	-2%	-28	-1%	-1
CSc1c(-c2ccccc2)nc2ccc(Cl)cc2c1C(=O)O	-3%	?	-5%	2
O=C(Nc1nc2ccccc2[nH]1)C1CC(=O)N(c2ccc3c(c2)OCCO3)C1 (stereo not drawn)	-5%	?	11%	2
Cc1ccnc2nc(C(=O)N3CCN(c4ccc(F)cc4)CC3)nn12	3%	-25	1%	-1
CCN1/C(=C2/OC(=S)N(C)C2=O)Sc2ccccc21	-7%	39	-8%	-2
C/C(=N\NC(=O)C1CC1)c1cccs1	1%	155	·	·
COc1ccc2c(-c3ccccc3)cc(N3CCOCC3)nc2c1	-11%	?	-3%	3
COc1ccc(CCN(Cc2cccs2)S(=O)(=O)c2ccc(-n3cnnn3)c(OC)c2)cc1OC	1%	35	2%	12
O=C(N/N=C/c1cc2ccccc2nc1Cl)[C@H]1C[C@@H]1c1ccccc1	-1%	5	·	·
CCOC(=O)N1CCN(S(=O)(=O)c2ccc(OC)c(OC)c2)CC1	4%	-26	·	-7
Cc1cc(C(=O)O)sc1C	-11%	-12	-6%	5
COc1ccc(NC(=O)CN2CCN(CC(=O)Nc3ccccc3F)CC2)cc1OC	-7%	-6	-3%	?
Cc1snc2sc(C(=O)c3ccc(Br)cc3)c(N)c12	1%	16	-6%	-3
O=C(NCc1ccc(-c2nc3ccccc3s2)cc1)c1ccc(Br)o1	1%	15	·	·
O=C(NN1C(=O)C2C3C=CC(C3)[C@H]2C1=O)c1cccnc1 (stereo partly drawn)	-4%	-98*	·	3
CCc1c(O)nc(SCC(=O)NC(C)(C)C)n(-c2ccccc2)c1=O	7%	-7	-2%	6
CC(C)N(C(=O)CSc1nn2c(=O)c(C(C)(C)C)nnc2s1)c1ccccc1	-1%	45	-6%	-8

Reprinted from the listing (4 entries):
SMILES	ALOX12 inhib	PNC inhibitor	15-hLO-2 inh	IMPase inh
O=C(Nc1nc2ccccc2[nH]1)C1CC(=O)N(c2ccc3c(c2)OCCO3)C1 (stereo not drawn)	-5%	?	11%	2
Cc1ccnc2nc(C(=O)N3CCN(c4ccc(F)cc4)CC3)nn12	3%	-25	1%	-1
CCN1/C(=C2/OC(=S)N(C)C2=O)Sc2ccccc21	-7%	39	-8%	-2
C/C(=N\NC(=O)C1CC1)c1cccs1	1%	155	·	·

(list continues)
SMILES	ALOX12 inhib	PNC inhibitor	15-hLO-2 inh	IMPase inh
Nc1nc(-c2ccc(Br)s2)c(Br)s1	?	?	2%	-5
CCOc1c2ccc(C(=O)NCc3cc(C(F)(F)F)cc(C(F)(F)F)c3)cc2nn1C	4%	84	7%	-2
Cc1csc(C2=C(O)CN(CCc3ccccc3)C2=N)n1	1%	6	-5%	0
Cc1ccc(C(=O)Oc2ccc3c(c2)ncn3C)cc1	7%	-10	45%[activator]	-7
COc1ccc(-n2c(C(C)(C)C)csc2=Nc2c(C)n(C)n(-c3ccccc3)c2=O)cc1	-7%	69	·	·
CC(=O)OC1CC[C@]2(C)C(=CCC3C4CCC(C(C)CCCC(C)C)[C@]4(C)CCC32)C1 (stereo partly drawn)	-1%	·	-4%	·
CCC(=O)N(Cc1cc2c(C)cc(C)cc2[nH]c1=O)C1CCCCC1	-21%	14	-4%	6
Cn1c(C(=O)N2CCN(Cc3ccccc3)CC2)cc2c(=O)n(C)c3ccccc3c21	4%	33	9%	5
Cc1nn(C)c(Oc2ccc(Cl)cc2)c1C=O	2%	7	-4%	3
Cc1cc(NCc2ccccc2Cl)n2nnnc2n1	3%	23	3%	4
Cc1cc(=O)[nH]c(=S)[nH]1	-3%&-2%	3	-17%	·

Screens from PubChem BioAssay.
